Compound activity deposited in PubChem by National Center for Advancing Translational Sciences (NCATS).
PTAP TSG101 blk – qHTS Assay for Iinhibitors of HIV-1 Budding by Blocking the Interaction of PTAP/TSG101; Tumor susceptibility gene 101 protein (Homo sapiens), Q99816; Fluorescence polarization, FITC-PTAP peptide / Tsg101 binding; Potency, µM (doses to about 115 µM), without a hit: at the top dose activity change, negative = inhibition, usual class: inhibitors; 340,000 tested, under 10 active; AID 493005, 2010; active = well fitted inhibition curve with a large enough effect in the main read-out, with a control signal flat, not every such curve was filed as active; inconclusive = small, poorly fitted or top-dose-only effect, or effect the other way, or a change in a side signal; inactive = no such curve, though single readings can be large or run the other way; note: potency is the fitted concentration of half-maximal effect; % of control where 0% means no effect
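Tsg101 binding domain (10 uM final) was mixed with compound and a FITC-labeled PTAP peptide (50 nM final) in HEPES pH 7.5 buffer with NaCl, Tween 20, EDTA and TCEP; fluorescence polarization was read after 20 min at r.t.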
S-ASM inh – Inhibitors of Secretory Acid Sphingomyelinase (S-ASM): qHTS. Sphingomyelin phosphodiesterase (Homo sapiens), P17405. placental ASM, HMU-PC fluorogenic substrate, 60 min. 340,000 tested, 0.006% active. Potency, µM (doses to about 57.5 µM), for inactives: at the highest dose activity change, negative = inhibition, hits mostly inhibitors; note: potency is the fitted concentration of half-maximal effect
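Steps: dispense placental human ASM, pin compound, wait 10 min at room temperature, add HMU-PC0 substrate at 9 uM final, incubate 60 min at 37 °C, add stop solution raising pH to 10, read fluorescence.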
p53 reactivation – qHTS assay for re-activators of p53 using a Luc reporter; H1299 p53-A138V BP100-luciferase reporter, luminescence, 24 h; Potency, µM (highest dose often 92.2 µM), for the others: top-dose activity change, positive = activation, usual class: activators; 320,000 tested, 0.063% active; AID 504706, 2011; note: potency is the fitted concentration of half-maximal effect; % of control where 0% means no effect; nearly all actives have a fitted effect of over 45% in size
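H1299 (p53-null), stable ts p53-A138V + BP100-Luc; 1000 cells/well, Opti-MEM/10% FBS; cpd 4 pt, 1:5; 24 h, 37 deg C, 5% CO2; detection reagent 10 min RT; luminescence.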
ELG1 genotoxic – qHTS screen for small molecules that induce genotoxicity in human embryonic kidney (HEK293T) cells expressing luciferase-tagged ELG1 | HEK293T ELG1-luciferase reporter, luminescence, 16 h | Potency, µM (doses to about 46 µM), without a hit: top-dose activity change, positive = activation, hits mostly activators | 330,000 tested, 1.3% active | AID 504466, 2011; note: potency is the fitted concentration of half-maximal effect; % of control where 0% means no effect; nearly all actives have a fitted effect of over 60% in size
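Cells (2,000/well) expressing the ELG1-luciferase fusion are dosed by pin tool and kept 16 hr at 37 °C, 5% CO2. Signal comes from ONE-Glo luciferase reagent after 30 min at room temperature.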
Eya2 inh – qHTS Assay for Inhibitors of the Phosphatase Activity of Eya2; AID 488837, 2010; recombinant Eya2, OMFP fluorescence dephosphorylation (OMFP is methylfluorescein phosphate); Protein phosphatase EYA2 (Homo sapiens), O00167; Potency, µM (doses to about 76.9 µM), without a hit: at the highest dose activity, negative = inhibition, hits mostly inhibitors; 330,000 tested, 0.006% active; note: potency is the fitted concentration of half-maximal effect; % is set by controls: 0 for no effect and ±100 for the full control effect
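Eya2 protein (added as 0.2 uM solution) was preincubated with compound for 10 min at ambient temperature in 50 mM HEPES pH 7.5, 50 mM NaCl, 5 uM MgCl2, 0.05% BSA, 1 mM DTT. OMFP (added at 50 uM) then reacted 10 min; fluorescence read at 485/525 nm.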
USP2a inh – qHTS Assay for Inhibitors of Ubiquitin-specific Protease USP2a Using CHOP2 as the Reporter | Ubiquitin carboxyl-terminal hydrolase 2 (Homo sapiens), O75604 | Potency, µM (top dose mostly 38.3 µM), inactives show top-dose activity change, negative = inhibition, actives largely listed as inhibitors | USP2 core, Ub-CHOP2 coupled fluorogenic reporter, 485/531 | 330,000 tested, 0.01% active;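 note: potency is the fitted concentration of half-maximal effect; plate controls were DMSO wells for no effect and full inhibition by NEM control for full effect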
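Cell-free coupled assay: 10nM USP2 core preincubated 30min RT with compound in Tris-HCl pH 8.0/CaCl2/CHAPS buffer, then 25nM Ub-CHOP2 and 25nM reporter substrate; fluorescence (Ex 485/Em 531) read after 60min RT, normalized to NEM inhibition, concentration-response curves fitted.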
uPA surface inh – qHTS for Inhibitors of Cell Surface uPA Generation. cell surface uPA generation assay, qHTS. Potency, µM (highest dose often 38.3 µM), for the others: at the highest dose activity change, negative = inhibition, actives largely listed as inhibitors. 330,000 tested, 0.31% active; active = well fitted inhibition curve with a large enough effect; inconclusive = small, poorly fitted or top-dose-only effect; inactive = no such curve, though single readings can be large or run the other way; tested in mouse RAW 264.7 cells; note: potency is the fitted concentration of half-maximal effect; % is set by controls: 0 for no effect and ±100 for the full control effect; nearly all actives have a fitted effect of over 55% in size
B2AR arrestin – qHTS assay of beta-arrestin-biased ligands of beta2-adrenergic receptor. Beta-2 adrenergic receptor (Homo sapiens), P07550. beta-arrestin recruitment to beta2AR, cell-based reporter. Potency, µM (series often up to 46.1 µM), for the others: at the highest dose activation, actives largely listed as activators. 330,000 tested, 0.02% active. AID 492947, 2010;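 note: potency is the fitted concentration of half-maximal effect; 0% = DMSO controls and full agonism = EC100 isoproterenol or metaproterenol; nearly all actives have a fitted effect of over 65% in size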
TRPV1 ag – HTS Assay for Compounds that Act as Agonists of the Vanilloid Receptor 1 | TRPV1-expressing cells, Fluo-8 calcium influx, agonist mode | activation, % at 8.33 µM | 320,000 tested, 0.19% active | AID 540275, 2011; in the data active = activation above about 80%; inconclusive = between about 30% and that limit; note: 0% is about no effect
Target sequence (Q8NER1 whole entry, looked up): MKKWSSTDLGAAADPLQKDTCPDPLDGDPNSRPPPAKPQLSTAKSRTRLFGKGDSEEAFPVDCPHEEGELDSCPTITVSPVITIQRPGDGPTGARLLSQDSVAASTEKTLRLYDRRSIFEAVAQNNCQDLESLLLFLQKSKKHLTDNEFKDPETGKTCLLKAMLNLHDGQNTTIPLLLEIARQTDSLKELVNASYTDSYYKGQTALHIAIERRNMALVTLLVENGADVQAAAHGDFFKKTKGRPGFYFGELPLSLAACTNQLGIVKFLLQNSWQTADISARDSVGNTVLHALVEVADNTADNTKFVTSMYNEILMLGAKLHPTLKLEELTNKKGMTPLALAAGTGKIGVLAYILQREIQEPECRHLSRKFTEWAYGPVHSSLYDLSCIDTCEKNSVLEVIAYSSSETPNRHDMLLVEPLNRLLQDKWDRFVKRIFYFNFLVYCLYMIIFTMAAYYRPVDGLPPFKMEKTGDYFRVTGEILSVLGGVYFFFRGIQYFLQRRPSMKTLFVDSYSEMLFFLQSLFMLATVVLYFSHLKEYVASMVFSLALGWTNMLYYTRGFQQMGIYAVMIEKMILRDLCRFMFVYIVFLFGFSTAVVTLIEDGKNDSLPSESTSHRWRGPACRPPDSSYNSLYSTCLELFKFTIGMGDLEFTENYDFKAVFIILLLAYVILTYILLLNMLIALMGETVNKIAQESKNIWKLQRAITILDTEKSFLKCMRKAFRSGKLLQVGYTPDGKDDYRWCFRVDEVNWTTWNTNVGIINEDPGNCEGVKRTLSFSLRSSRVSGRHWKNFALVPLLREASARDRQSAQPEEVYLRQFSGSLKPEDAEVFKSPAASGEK
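Cells expressing TRPV1 were dye-loaded with Fluo-8 and read kinetically: 10 s baseline, 3 min after compound (agonist portion), then 2 min after EC20 capsaicin (allosteric enhancer portion). Calcium-bound dye fluorescence at 480/520 nm.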
BRCA1 expr up – qHTS Assay to Identify Small Molecule Activators of BRCA1 Expression. MCF7-BRCA1-FFLuc reporter, luminescence, 48 h; response scale: scaled: vehicle 0%, 10 µM genistein 100%. Potency, µM (highest dose often 46.1 µM), inactives show at the highest dose activation, hits mostly activators. 380,000 tested, 1.1% active. AID 624202, 2012; note: potency is the fitted concentration of half-maximal effect; nearly all actives have a fitted effect of over 80% in size; some results filed as inactive show a strong effect at the top dose
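48 h compound treatment of MCF7-BRCA1-FFLuc cells (phenol-red free MEM, 37 °C), then 15 min with luciferase substrate and luminescence imaging.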
a7 integrin act – qHTS for Activators of Integrin-Mediated Alleviation for Muscular Dystrophy | AID 624291, 2012 | alpha7betagal myoblasts, beta-gal FDG fluorescence, 48 h | Potency, µM (highest dose often 38.3 µM), for inactives: at the highest dose activation, most hits filed as activators | 350,000 tested, 0.064% active;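 note: potency is the fitted concentration of half-maximal effect; 100% = response of the positive control SU9516; nearly all actives have a fitted effect of over 60% in size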
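alpha7betagal+/- myoblasts (passage 13, 250/well) treated 48 h at 37C with compounds at 1:260 dilution of DMSO stock. Lysed, then beta-galactosidase activity read as FDG fluorescence (ex 480/em 540) after 30 min, with pre-read for autofluorescence.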
* hit, by the source's call; ? = inconclusive; nt = no result given; [ ] = another dose, or the depositor's remark. Unless noted, calls come from the whole dose curve; as a rule, active = well fitted curve in the direction sought with a large enough effect; inconclusive = small, poorly fitted or top-dose-only effect, or another doubt; inactive = no such curve, though single readings can be large; an effect the other way counts as inactive or inconclusive. Rows are unselected. About 2.6% of those tested had a hit in this group.

SMILES | PTAP TSG101 blk | S-ASM inh | p53 reactivation | ELG1 genotoxic | Eya2 inh | USP2a inh | uPA surface inh | B2AR arrestin | TRPV1 ag | BRCA1 expr up | a7 integrin act
Cc1cc(C)nc(NS(=O)(=O)c2ccc(N=Cc3c(C)[nH]n(-c4ccccc4)c3=O)cc2)n1 | 0% | 3% | 8% | -3% | -10% | 2% | 0% | -0.3% | -1 | 15% | ?
Cc1nn(C(C)C(=O)NCc2ccccc2)c(C)c1[N+](=O)[O-] (stereo unspecified) | -8% | 3% | -2% | 4% | 8% | 1% | -3% | -0.4% | 4 | 12% | 22%
COc1ccc(NC(=O)CN(C)C(=O)CN2C(=O)C3CCCCC3C2=O)cc1 (stereo unspecified) | -1% | -2% | 2% | -1% | 1% | -1% | 2% | -0.2% | 0 | -4% | -14%
O=C(CN1C(=O)NC2(CCCCCC2)C1=O)NCc1ccccc1 | 1% | 0% | -7% | 2% | -9% | 4% | 10% | -0.1% | nt | -9% | 40%
COc1ccc(-c2csc(-n3ncc(C(=O)O)c3C(F)(F)F)n2)cc1 | -1% | 0% | 8% | ? | 5% | 4% | 4% | -0.5% | 3 | ? | -11%
O=C(Cc1cccc(C(F)(F)F)c1)OCN1C(=O)c2ccccc2C1=O | -1% | -2% | 3% | 1% | -17% | -1% | 1% | -0.3% | 1 | -36% | -1%
O=C1CC(C(=O)Nc2ccc(Cl)cc2)n2ncnc2N1 (stereo unspecified) | 3% | 2% | -3% | -2% | -2% | 3% | 2% | 0.0% | 1 | 10% | -8%
COc1ccc(/C=c2\sc3nc(-c4ccccc4OC)nn3c2=O)c(OC)c1 | -10% | 1% | 1% | -2% | 6% | -1% | 2% | -0.2% | 3 | -43% | 15%
Oc1ccc(C=NCC2COc3ccccc3O2)cc1 (stereo unspecified) | -9% | 5% | 3% | 1% | -2% | 2% | nt | -1.1% | 0 | -3% | -18%
O=C1NN=C(c2ccc(Cl)cc2)CC1c1c[nH]c2ccccc12 (stereo unspecified) | -2% | -14% | -3% | -6% | -16% | -5% | 0% | -0.3% | 6 | -29% | 0%
Cc1ccc(OCC(=O)N2CCC(Cc3ccccc3)CC2)c([N+](=O)[O-])n1 | 0% | 0% | 6% | 1% | -9% | -2% | 10% | -0.7% | 6 | 1% | 0%
N#CCCN1CCN(S(=O)(=O)c2ccc(S(=O)(=O)NCC3CCCO3)cc2)CC1 (stereo unspecified) | -1% | 4% | 0% | 2% | 8% | 2% | 4% | -0.1% | -1 | 3% | -2%

Single entries from the list.
Value of O=C1NN=C(c2ccc(Cl)cc2)CC1c1c[nH]c2ccccc12 (stereo unspecified) under p53 reactivation: -3%
Value of O=C(CN1C(=O)NC2(CCCCCC2)C1=O)NCc1ccccc1 under BRCA1 expr up: -9%

(listing goes on)
SMILES | PTAP TSG101 blk | S-ASM inh | p53 reactivation | ELG1 genotoxic | Eya2 inh | USP2a inh | uPA surface inh | B2AR arrestin | TRPV1 ag | BRCA1 expr up | a7 integrin act
COc1ccc(CCN2C(=NC(=O)CCC(=O)O)SC3CS(=O)(=O)CC32)cc1OC (stereo unspecified) | -1% | -1% | ? | -3% | 8% | -7% | 5% | -0.5% | -6 | 1% | 1%
O=C(CCCn1c(SCc2ccccc2F)nc2ccccc2c1=O)NCC1CCCO1 (stereo unspecified) | 0% | -5% | -4% | -24% | -5% | 2% | 1% | -0.1% | ? | -3% | 0%
O=C(COC(=O)CCN=C1NS(=O)(=O)c2ccccc21)NNC(=O)c1ccccc1 | -6% | 2% | 6% | 2% | 9% | 2% | 2% | -0.1% | 0 | -10% | 5%
Cc1cc(Nc2ncc(Cl)cc2Cl)n[nH]1 | -5% | 2% | 5% | 9% | -31% | 4% | 3% | -0.1% | -6 | -18% | -13%
CCC(C(=O)Nc1ccccc1-c1ccccc1)c1ccccc1 (stereo unspecified) | -3% | 6% | -7% | 2% | 3% | -1% | 2% | -0.4% | 0 | -29% | -3%
CN1C(C(=O)NCCc2cccs2)CC2Cn3c(nc4cc(Cl)c(Cl)cc43)C21 (stereo unspecified) | -1% | 1% | 1% | 0% | 6% | -2% | -3% | -0.4% | 2 | -2% | 0%
Cc1ccc(NC(=O)[C@@H]2CCCN2S(=O)(=O)c2ccccc2C(F)(F)F)cc1S(=O)(=O)N1CCOCC1 | -3% | -2% | -5% | -2% | -13% | 0% | -12% | -1.2% | 3 | -24% | 0%
COc1cc(C(=O)Nc2cc(S(=O)(=O)N3CCOCC3)ccc2N2CCOCC2)cc(OC)c1C | -3% | -8% | nt | nt | nt | nt | 0% | nt | nt | -21% | 14%
COc1ccccc1N1CCN(C(=O)C2CCN(S(=O)(=O)c3ccc(F)cc3)CC2)CC1 | -3% | 1% | -4% | -1% | 3% | 0% | nt | -0.4% | -3 | 2% | 7%
Nc1cc(Oc2ccc(F)cc2F)cc([N+](=O)[O-])c1 | -3% | -9% | 0% | 0% | 0% | 3% | -4% | 0.1% | 4 | 15% | 12%
CC(/C=C/c1ccccc1)=N/NC(=O)CNC(=O)c1ccc2c(c1)OCO2 | -3% | -1% | -3% | ? | 4% | 2% | 7% | 0.0% | 4 | -37% | 4%
Cc1nn(Cc2cccc(C(=O)NCC(C)C)c2)c(C)c1Br | -1% | 0% | -5% | -7% | -33% | 2% | 2% | -0.7% | 6 | -9% | -9%
Cc1cc(=O)[nH]c(N)n1 | -2% | 4% | 0% | -2% | 2% | -1% | 7% | -0.6% | 0 | 0% | -13%
Cc1cc(C)cc(Cn2ncc(Cl)c(Cl)c2=O)c1 | 1% | 1% | -31%[inhibitor] | -21% | -14% | 2% | -9% | -0.2% | 5 | -90%[inhibitor] | -54%[inhibitor]
CC1CCCCN1CCNC(=O)C1CCN(S(=O)(=O)N2CCCCC2)CC1 (stereo unspecified) | -9% | 6% | 1% | 0% | -5% | 1% | -4% | -0.7% | 2 | 4% | 33%
CNS(=O)(=O)c1ccc(Oc2ccc(S(=O)(=O)NC)cc2)cc1 | -3% | 5% | -2% | 0% | -5% | -3% | -3% | 0.0% | 3 | -25% | -29%
O=C1/C(=C\c2ccc(Br)o2)Cc2ccccc21 | 0% | 45%[activator] | ? | ? | -5% | 3% | -3% | -3.1% | ? | -25% | -30%
Cc1cc(C)n2c(SCC(=O)N3CCN(S(=O)(=O)c4ccc(Cl)cc4)CC3)nnc2n1 | -11% | 0% | -31%[inhibitor] | 2% | -5% | 0% | 6% | 0.4% | -1 | -17% | 15%
CC1CCCC(C)N1C(=O)COC(=O)C12CC3CC(CC(Cl)(C3)C1)C2 (stereo unspecified) | -1% | 0% | -2% | -1% | -18% | -2% | 0% | 0.2% | 13 | 4% | ?
CCCNS(=O)(=O)c1ccc(OCC(=O)NCC2CCCO2)cc1 (stereo unspecified) | -7% | 2% | 1% | -6% | 8% | 0% | -1% | -0.4% | 0 | -7% | -10%
COc1ccccc1/C=C/C(=O)NCC(=O)N/N=C/c1ccc2c(c1)OCO2 | 1% | -1% | -3% | 1% | -10% | 1% | 11% | -0.6% | 0 | -21% | -23%
CCCCN(C(=O)c1oc2ccc(OCC)cc2c1C)c1c(N)n(CCCC)c(=O)[nH]c1=O | -2% | 9% | 0% | ? | -13% | 1% | 1% | -0.1% | -2 | -22% | -17%
COC(=O)c1cc2c(C)nn(C)c2s1 | -3% | 1% | -3% | 1% | 0% | 6% | 2% | 0.0% | -2 | 3% | -22%
CN1CC(=O)NC1=NC(=O)C12CC3CC(CC(C3)C1)C2 | 0% | 4% | ? | -11% | -14% | 0% | 0% | -0.3% | 14 | -28% | -21%
Cc1cccc(NC(=O)c2ccc(S(=O)(=O)N3CCCCC3)cc2)c1 | -4% | -5% | -4% | -6% | 3% | 1% | -4% | 9.0% | ? | -23% | 5%
